ERG Ets-DNA blk = inhibitors of human ERG Ets domain-DNA interaction. 0.028% of 370,000 active. fluorescence polarization, His-ERG Ets domain / labelled DNA. P11308. Potency, µM (series often up to 76.9 µM), for the others: at the highest dose FP activity, negative = inhibition, actives largely listed as inhibitors. AID 624246; active = well fitted inhibition curve with a large enough effect in the polarisation, with a control signal flat; inconclusive = small, poorly fitted or top-dose-only effect, or effect the other way, or a change in a side signal; inactive = no such curve, though single readings can be large or run the other way; the % refers to the polarisation;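 also: polarization taken with two DNA probes labelled with fluorescein and Texas red; potency is read from the fitted curve at half-maximal effect; % of control where 0% means no effect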
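His-tagged ERG Ets domain (1 uM in the protein solution; 300mM KCl, 50mM Tris-HCl, 1mM EDTA, 1mM DTT, pH 7.5) received compound, then a probe mix of 5 nM fluorescein-DNA and 100nM Texas-615-DNA. Fluorescence polarization was read for both dyes.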
Pol eta inh = blocks human DNA polymerase eta activity. recombinant Pol eta, fluorescent DNA replication assay. Potency, µM (doses to about 114 µM), without a hit: at the highest dose activity change, negative = inhibition, usual class: inhibitors. 1.2% of 390,000 active; also: potency is read from the fitted curve at half-maximal effect; % is scaled to controls: 0 for no effect and ±100 for the full control effect
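Fluorescent replication assay: 50 nM final substrate added after a 15 min room-temperature compound preincubation with 10 nM enzyme. Signal taken at 0 min and again at 10 min.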
12-LOX inh = blocks human arachidonate 12S-lipoxygenase. purified 12hLO, xylenol orange hydroperoxide absorbance. Potency, µM (doses to about 108 µM), for inactives: at the top dose activity change, negative = inhibition, usual class: inhibitors. 1.1% of 580,000 active; also: potency is read from the fitted curve at half-maximal effect; % is scaled to controls: 0 for no effect and ±100 for the full control effect
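Purified human 12hLO at 150 nM in 25 mM Hepes, 0.01% Triton X-100, pH 7.0, preincubated 15 min at room temperature with compound. Reaction started with 40 uM arachidonic acid, 30 min at room temperature. Hydroperoxide measured by Fe-xylenol orange, 573/405 nm absorbance ratio.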
LDHA block = blocks human lactate dehydrogenase A; P00338; purified LDHA, NADH/diaphorase-resazurin fluorescence; stronger effect = lower value; activity change, % (values are at about 110 or 230 µM); 0.15% of 480,000 active; in the data active = activity change below about -30%; inconclusive = mostly about -25% to -30%;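 also: plate controls were DMSO wells for no effect and wells without enzyme for full effect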
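Remaining NADH was detected by diaphorase (0.133 mg/mL) converting 37 µM resazurin to fluorescent resorufin, read at 0 and 20 minutes. The preceding 5-minute room-temperature reaction used 2 nM LDHA, 0.2 mM sodium pyruvate and 0.06 mM NADH at pH 7.4.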
Pol beta inh = DNA polymerase beta (human) inhibition | Pol beta primer extension/strand displacement, fluorescence kinetic | Potency, µM (series often up to 114 µM), for the others: at the top dose activity change, negative = inhibition, hits mostly inhibitors | P06746 | AID 485314 | 1.3% of 340,000 active; also: potency is read from the fitted curve at half-maximal effect; % is scaled to controls: 0 for no effect and ±100 for the full control effect
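Kinetic readout of DNA synthesis with strand displacement by Pol beta. Compound and 10 nM enzyme sit 15 min at room temperature; 50 nM substrate starts the reaction, read immediately and at 10 min.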
RGS4 inh = human RGS4 inhibition | P49798 | Transcreener GDP fluorescence polarization, RGS4-accelerated GTP hydrolysis | Potency, µM (highest dose often 114 µM), for inactives: at the top dose activity change, negative = inhibition, hits mostly inhibitors | 0.039% of 390,000 active; also: potency is read from the fitted curve at half-maximal effect; % is scaled to controls: 0 for no effect and ±100 for the full control effect; nearly all actives have a fitted effect of over 75% in size; some results filed as inactive show a strong effect at the top dose
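MLSMR compounds (23 nl, pin-transferred) preincubated 10 min at room temperature with a 500nM (2x) first reagent, then RGS4 at 900nM (2x) plus Transcreener GDP mix added; fluorescence polarization (620/688 nm) read before and after 90 min at 30 °C.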
APEX1 inh = inhibitors of human APE1 endonuclease; 0.35% of 350,000 active; AID 2517; recombinant APE1, TAMRA/BHQ-2 abasic DNA cleavage fluorescence; Potency, µM (highest dose often 65.8 µM), for the others: at the highest dose activity change, negative = inhibition, hits mostly inhibitors; P27695;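 also: potency is read from the fitted curve at half-maximal effect; plate controls were vehicle for no effect and reference inhibitor for full effect; nearly all actives have a fitted effect of over 55% in size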
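Substrate: short duplex with […] THF abasic site, 5'-TAMRA and 3'-BHQ-2, 50 nM final. APE1 at 0.75 nM, preincubated 15 min RT with compound. Fluorescence increase from first to third read measured activity.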
Anesthetic bind = candidate novel general anesthetic via apoferritin binding | apoferritin/1-aminoanthracene competitive binding, fluorescence | 0.074% of 350,000 active | Potency, µM (series often up to 77.5 µM), inactives show at the top dose activity change, negative = displacement, actives largely listed as inhibitors | P02791 | AID 485281; also: potency is read from the fitted curve at half-maximal effect; % is scaled to controls: 0 for no effect and ±100 for the full control effect; nearly all actives have a fitted effect of over 20% in size
Target sequence (P02791 2-175 limits assumed): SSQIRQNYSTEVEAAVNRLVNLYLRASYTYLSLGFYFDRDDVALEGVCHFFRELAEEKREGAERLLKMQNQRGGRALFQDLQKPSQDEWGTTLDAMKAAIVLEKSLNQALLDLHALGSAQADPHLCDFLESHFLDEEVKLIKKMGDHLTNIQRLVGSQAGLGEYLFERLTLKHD
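Steps: apoferritin (10 uM) was premixed with half-saturated 1-AMA in PBS, compounds were pin-transferred, plates stood 10 min at room temperature, fluorescence was read at 380/535 nm, and curves were fitted with a Hill equation.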
Pol kappa inh = inhibitors of human DNA polymerase kappa; Q9UBT6; Potency, µM (top dose mostly 107 µM), for the others: at the highest dose activity, negative = inhibition, hits mostly inhibitors; 0.53% of 400,000 active; AID 588579; purified Pol kappa, fluorescent DNA synthesis assay, 10 min; also: potency is read from the fitted curve at half-maximal effect; % is scaled to controls: 0 for no effect and ±100 for the full control effect
Target sequence (Q9UBT6 whole entry, looked up): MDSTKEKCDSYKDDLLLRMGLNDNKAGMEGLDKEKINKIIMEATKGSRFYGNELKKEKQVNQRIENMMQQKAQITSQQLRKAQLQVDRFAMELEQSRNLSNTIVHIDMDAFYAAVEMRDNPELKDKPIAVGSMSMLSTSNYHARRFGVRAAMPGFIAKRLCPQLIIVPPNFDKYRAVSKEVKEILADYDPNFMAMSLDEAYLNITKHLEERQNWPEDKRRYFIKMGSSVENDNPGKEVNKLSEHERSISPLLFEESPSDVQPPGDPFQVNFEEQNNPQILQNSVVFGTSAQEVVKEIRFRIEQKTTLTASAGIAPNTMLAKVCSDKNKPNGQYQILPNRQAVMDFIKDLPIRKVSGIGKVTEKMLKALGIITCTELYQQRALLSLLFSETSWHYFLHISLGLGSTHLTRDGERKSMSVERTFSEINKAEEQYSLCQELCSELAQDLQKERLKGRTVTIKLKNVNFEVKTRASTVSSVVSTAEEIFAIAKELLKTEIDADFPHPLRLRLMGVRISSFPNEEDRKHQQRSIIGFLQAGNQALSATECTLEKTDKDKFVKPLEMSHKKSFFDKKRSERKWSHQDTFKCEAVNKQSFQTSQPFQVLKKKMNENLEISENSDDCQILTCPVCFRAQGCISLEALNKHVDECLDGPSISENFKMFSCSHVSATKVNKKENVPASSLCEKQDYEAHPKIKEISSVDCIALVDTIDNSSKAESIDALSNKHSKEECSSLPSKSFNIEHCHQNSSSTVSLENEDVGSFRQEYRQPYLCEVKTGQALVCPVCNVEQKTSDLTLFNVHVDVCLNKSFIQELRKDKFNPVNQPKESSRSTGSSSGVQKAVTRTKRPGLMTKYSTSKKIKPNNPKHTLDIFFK
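10 nM Pol kappa was preincubated with compounds for 15 min at room temperature. Reaction started with 50 nM (final) substrate. Fluorescence read kinetically at 0 and 10 min.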
* = called active by the depositor; ? = inconclusive; · = not tested or not shown; & = joins results of further samples; [ ] = another dose, or the depositor's remark. Unless noted, calls follow the shape of the dose curve; as a rule, active = well fitted curve in the direction sought with a large enough effect; inconclusive = small, poorly fitted or top-dose-only effect, or another doubt; inactive = no such curve, though single readings can be large; an effect the other way counts as inactive or inconclusive. An excerpt; the hit share may differ from the screen's.

The line under a structure holds: ERG Ets-DNA blk | Pol eta inh | 12-LOX inh | LDHA block | Pol beta inh | RGS4 inh | APEX1 inh | Anesthetic bind | Pol kappa inh
CC(C)CNC(=O)C(=O)NCC1CCCN1S(=O)(=O)c1cccs1 (centres undefined)
 : -12.7% | -4.6% | 15.8% | -1.5 | · | 8.7% | -8.0% | · | -8.5%
Cc1cc(C)cc(NCCC#N)c1
 : 0.2% | -0.4% | -13.2% | -2.2 | 42.3%&51.1% | 1.8% | 14.8%&16.8% | -3.3%&4.7% | -4.8%
Cc1ccc(N2CC(C(=O)Nc3ccc4c(c3)OCCO4)CC2=O)cc1C (centres undefined)
 : -3.3% | -14.6% | -8.0% | 3.2 | -1.3% | 2.6% | 12.2% | -7.4% | -14.5%
CCOc1ccccc1NC(=O)C(Sc1nnc2ccccn12)c1ccccc1 (centres undefined)
 : -7.5% | -7.0% | -0.3% | -5.8 | 4.1%[57.1 µM] | 5.8% | 10.3% | -6.3% | -3.3%
CC(=O)c1ccc(N2CCN(C(=S)Nc3cccc(F)c3)CC2)cc1
 : -13.1% | 8.9% | 470.2%[activator] | -6.7 | 0.3% | 4.5% | 3.2% | 5.6% | -4.3%
COCCCNC(=S)Nc1cccc(SC)c1
 : 1.5% | -3.4% | 241.6%[activator] | -9.0 | 4.0% | -27.9% | -4.0% | -0.2% | -9.8%
O=C(O)/C=C\C(=O)Nc1ccccc1C#Cc1ccc(Br)cc1
 : -4.2% | 1.2% | ? | 9.9 | -15.5% | -3.6% | 0.7% | -14.5% | -8.1%
Brc1cccc(-c2cnc3n2CCCCC3)c1
 : 5.9% | -4.1% | -10.6% | -4.9 | -2.8% | ? | ? | -22.7% | -4.4%
Nc1ccc(C(=O)CC(=O)Nc2ccc(Cl)cc2)cc1
 : 16.6% | -7.5% | 0.0% | -3.0 | 5.8% | -13.7%[56.9 µM] | 71.2%[activator] | -4.3% | -2.5%
COc1ccc(C2C(C(C)=O)=C(C)Nc3ncnn32)cc1[N+](=O)[O-] (centres undefined)
 : 1.5% | 0.7% | 65.7%[activator] | -13.3 | 14.7% | 3.3%[56.9 µM] | -7.3% | 6.8% | -3.6%
C/C(=N\NC(=O)CCC(=O)Nc1ccc(C)c(C)c1)C1CC1
 : -8.9% | ? | 9.0% | -2.3 | 14.0% | -16.9% | 86.2%[activator] | ? | -5.5%
Cc1ccc(N2CCN(C(=O)c3cccs3)CC2)cc1C
 : 3.8% | -6.3% | -11.0% | 1.4 | 4.0% | 20.1% | 17.6% | -14.6% | -8.2%
Cc1csc(SCC(=O)NCc2ccc3c(c2)OCO3)n1
 : 17.7% | -8.3% | -0.6% | 0.0 | -1.2% | -12.3% | 7.8% | -0.4% | 3.4%
O=C(CCCN=C1NS(=O)(=O)c2ccccc21)Nc1ccc(Cl)cc1
 : 9.9% | -3.7% | 7.9% | -1.0 | · | -8.2% | 1.4% | · | -3.4%
CCCCCc1c(O)nc(SCC(=O)NCC2CCCO2)[nH]c1=O (centres undefined)
 : -0.2% | -14.3% | 2.8% | 1.2 | 31.9% | -39.6%[11.4 µM] | 16.6% | -0.2% | -12.8%
Cc1ccc(NS(=O)(=O)c2cc(OCC(N)=O)c(C)cc2Cl)cc1C
 : -9.3% | 4.3% | ? | 1.2 | -22.8% | -32.5% | -3.4% | -1.2% | -9.8%
COc1ccc(-c2cc(=O)oc3c(C)c(OCC(=O)Nc4cccnc4)ccc23)cc1
 : -11.9% | -4.8% | 1.5% | -3.0 | -18.3% | -4.1% | -12.4% | -8.5% | 4.1%
COc1cc(NC(=O)Cn2c(SCc3ccc(F)cc3)nc3cccnc32)cc(OC)c1
 : 11.1% | -14.1% | -12.4% | 0.9 | 0.9% | -8.0% | · | -10.1% | 0.1%
COc1cccc(NC(=O)CN(C)CC(=O)Nc2ccc3c(c2)OCO3)c1
 : 5.9% | -12.3% | -11.1% | -5.4 | · | 6.1% | 2.5% | · | -3.0%
Cn1ncc2c(Nc3cccc4ccccc34)ncnc21
 : -5.2% | 7.0% | 13.4% | 0.0 | 22.6% | 3.5% | 3.0% | ? | -8.2%

(further entries)
| smiles | ERG Ets-DNA blk | Pol eta inh | 12-LOX inh | LDHA block | Pol beta inh | RGS4 inh | APEX1 inh | Anesthetic bind | Pol kappa inh |
| --- | --- | --- | --- | --- | --- | --- | --- | --- | --- |
| Cc1ccc(NC(=S)N(Cc2ccco2)C2CCN(C(C)C)CC2)cc1 | -23.2% | -5.9% | -1.8% | -6.9 | -1.8% | 1.9% | 8.5% | 58.4%[activator] | -3.9% |
| O=C(NC1CCCCC1)c1ccc(S(=O)(=O)NCc2cccnc2)cc1 | -6.3% | -6.0% | -20.2% | -16.5 | 3.5% | 20.6% | 1.0% | -2.8% | -2.3% |
| COc1ccc(OC)c(NC(=O)C23CCC(C)(C(=O)O2)C3(C)C)c1 (centres undefined) | 6.1% | -14.8% | 0.0% | -1.0 | -7.9% | 9.5% | -3.5% | -13.6% | 3.1% |
| CC(C)N(Cc1ccccc1)C(=O)COc1ccccc1 | -14.3% | -12.0% | 4.3% | 0.6 | -18.2% | -19.3% | 40.1% | -16.0% | 3.2% |
| Cc1cc2c(n1-c1ccc(C(=O)NCC(C)c3ccccc3)cc1)CCCC2 (centres undefined) | -8.0% | -1.6% | ? | 0.2 | 2.5% | -15.6% | · | -12.7% | 0.0% |
| COc1ccc(S(=O)(=O)NCc2ccc(C(=O)O)cc2)cc1 | -6.0% | -14.1% | -4.0% | -9.8 | 25.7% | 4.6% | -3.2% | 29.7% | 8.8% |
| O=C(c1ccc(F)cc1)N(Cc1ccco1)C1CCS(=O)(=O)C1 (centres undefined) | 8.5% | -5.1% | 0.0% | -1.9 | 18.4% | -16.7% | 20.9% | -18.9% | -13.6% |
| CCCc1ccc2oc(C(=O)NCCN3CCCC(O)C3)c(C)c2c1 (centres undefined) | -4.5% | -14.0% | ? | -9.9 | 8.9% | -1.0% | 7.0% | ? | -5.7% |
| Cc1ccc(C(C(=O)NC2CCCC2)N(Cc2ccccc2)C(=O)c2csnn2)o1 (centres undefined) | -3.7% | 10.9% | 13.5% | -4.5 | 5.6% | 15.2% | 2.4% | -6.7% | -1.9% |
| CCOC(=O)c1[nH]c(C)c(C(=O)OCC(=O)NCc2ccc(OC)cc2)c1C | -4.9% | -14.6% | ? | -1.5 | · | -18.7% | -12.4% | · | -6.8% |
| COc1cc(C)c(S(=O)(=O)n2ccc(C)n2)cc1C | 7.2% | -0.7% | 0.0% | -4.5 | 11.3% | -14.0% | 9.4% | -9.8% | -3.1% |
| COc1ccc(N2CC(NC(=O)COc3ccccc3C)CC2=O)cc1OC (centres undefined) | -12.4% | -10.2% | -16.6% | 2.6 | -3.5% | 10.8% | · | 9.7% | -14.5%[60.1 µM] |
| S=C(NC1CC1)SCc1ccco1 | -4.0% | -5.1% | 57.6% | -1.2 | · | -31.8% | 3.4% | · | -0.6% |
| O=C(O)CSCC(=O)N1CCCCC1 | 3.5% | -13.8% | -7.4% | 1.9 | 37.8% | ? | -0.9% | -3.0% | 3.0% |
| Nc1cc2[nH]c(=O)c3ccccc3c2cc1Br | · | -16.2% | -6.8% | 1.4 | · | -16.8% | · | · | -21.3% |
| CCOCCc1nn2c(=O)cc(COC(=O)CNC(=O)c3ccc(C(C)(C)C)cc3)nc2s1 | 0.1% | -9.0% | -16.0% | -3.2 | -2.6% | 0.4% | · | -16.9% | 0.0% |
| CCOc1ccc(C)cc1S(=O)(=O)n1ccc(C)n1 | -3.5% | -3.4% | 5.5% | -5.5 | -1.1% | -2.1% | -1.1% | -4.4% | -9.2% |
| CCN(CC)C(=O)COn1c(SCC(=O)N(CC)CC)nc2ccccc2c1=O | 2.0% | -18.2% | ? | -5.8 | -2.7% | 13.0% | -2.4% | 0.1% | -11.8% |
| COc1ccc(NC(=O)C(CCSC)NC(N)=O)cc1Cl (centres undefined) | -0.6% | -19.7% | ? | -2.6 | 82.5% | 7.1% | -1.2% | -2.8% | 0.9% |
| CCOC(=O)C1CCN(S(=O)(=O)c2ccc3[nH]c(=O)ccc3c2)CC1 | -14.6% | -15.8% | 24.1% | -13.7 | -18.4% | -12.7% | 21.4% | -12.3% | 3.8% |

Reformatted: results already given
CCN(CC)C(=O)COn1c(SCC(=O)N(CC)CC)nc2ccccc2c1=O
  ERG Ets-DNA blk: 2.0%
  Pol eta inh: -18.2%
  12-LOX inh: ?
  LDHA block: -5.8
  Pol beta inh: -2.7%
  RGS4 inh: 13.0%
  APEX1 inh: -2.4%
  Anesthetic bind: 0.1%
  Pol kappa inh: -11.8%

COc1ccc(NC(=O)C(CCSC)NC(N)=O)cc1Cl (centres undefined)
  ERG Ets-DNA blk: -0.6%
  Pol eta inh: -19.7%
  12-LOX inh: ?
  LDHA block: -2.6
  Pol beta inh: 82.5%
  RGS4 inh: 7.1%
  APEX1 inh: -1.2%
  Anesthetic bind: -2.8%
  Pol kappa inh: 0.9%

CCOC(=O)C1CCN(S(=O)(=O)c2ccc3[nH]c(=O)ccc3c2)CC1
  ERG Ets-DNA blk: -14.6%
  Pol eta inh: -15.8%
  12-LOX inh: 24.1%
  LDHA block: -13.7
  Pol beta inh: -18.4%
  RGS4 inh: -12.7%
  APEX1 inh: 21.4%
  Anesthetic bind: -12.3%
  Pol kappa inh: 3.8%

Source: PubChem (National Center for Advancing Translational Sciences (NCATS))
